# Compound activity as filed in PubChem BioAssay.
# CXXC DNA block: blocks binding of human MLL CXXC domain to DNA | 290,000 compounds, 0.037% hits | Potency, µM (highest dose often 115 µM), inactives show at the highest dose activity change, negative = inhibition, actives largely listed as inhibitors | MLL-CXXC / FITC-HOXA9 DNA fluorescence polarization | Q03164; active = well fitted inhibition curve with a large enough effect in the polarisation, with a control signal flat, not every such curve was filed as active; inconclusive = small, poorly fitted or top-dose-only effect, or effect the other way, or a change in a side signal; inactive = no such curve, though single readings can be large or run the other way; the % refers to the polarisation; note: potency is the fitted concentration of half-maximal effect
#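 Fluorescence polarization: 7 uM MLL-CXXC (stock) preincubated 5 min with compounds, then 50 nM fluorescein-HOX-A9 DNA (stock) added; 30 min ambient. Buffer 50 mM Tris-HCl pH 7.5, 50 mM NaCl, 1 mM DTT, 0.05% BSA.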
# KCNH2 WT inh: inhibitors of human wildtype KCNH2 potassium channel | 340,000 compounds, 0.37% hits | Q12809 | U2OS, BacMam KCNH2, thallium flux FluxOr; hits give low values | activity change, % at 1.84 µM;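 active = maximum activity change below -70%; inconclusive = maximum activity change between -70% and -50%; inactive = maximum activity change above -50%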; note: % is set by controls: 0 for no effect and ±100 for the full control effect
#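 U2OS cells were transduced with wild-type KCNH2 virus (2.03 x 10^8 / mL) for 4 h at room temperature, then cultured overnight at 37 C. Thallium flux was read with FluxOr dye. Rate constants were normalized to DMSO controls.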
# ASM inhibitor: human S-ASM enzyme inhibition; P17405; placental ASM, HMU-PC fluorogenic substrate, 60 min; Potency, µM (top dose mostly 57.5 µM), for inactives: top-dose activity change, negative = inhibition, actives largely listed as inhibitors; 340,000 compounds, 0.006% hits; note: potency is the fitted concentration of half-maximal effect
#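 Human placenta-derived ASM preincubated with compound 10 min at room temperature, then reacted with 9 uM (final) fluorogenic HMU-PC substrate for 60 min at 37 C. Stop solution raises pH to 10; fluorescence read at Ex 386/Em 447 nm.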
# a7 integrin act: integrin-mediated muscular dystrophy alleviation activation; Potency, µM (top dose mostly 38.3 µM), inactives show top-dose activation, hits mostly activators; alpha7betagal myoblasts, beta-gal FDG fluorescence, 48 h; 350,000 compounds, 0.064% hits; AID 624291;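 note: potency is the fitted concentration of half-maximal effect; 100% = response of the positive control SU9516; nearly all actives have a fitted effect of over 60% in size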
#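 alpha7betagal+/- myoblasts (passage 13, 250/well) treated 48 h at 37C with compounds at 1:260 dilution of DMSO stock. Lysed, then beta-galactosidase activity read as FDG fluorescence (ex 480/em 540) after 30 min, with pre-read for autofluorescence.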
# KCNH2 3.1 block: KCNH2 3.1 (human) potassium channel inhibition; U2OS KCNH2 3.1, thallium flux FluxOr; hits give low values; 340,000 compounds, 0.95% hits; activity change, % (tested at about 1.8 µM);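 active = maximum activity change below -70%; inconclusive = maximum activity change from -70% to -50%; inactive = maximum activity change above -50%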;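 note: thallium influx rate constant from kinetic fluorescence after stimulation buffer; % is set by controls: 0 for no effect and ±100 for the full control effect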
#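 Normalized rate constant (relative to positive and negative DMSO controls) derived from a 2 min kinetic fluorescence read after stimulation; U2OS cells expressing the 3.1 isoform via virus at 1.77 x 10^8 /mL.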
# AT treatment: candidate therapy for ataxia-telangiectasia; […] A-T fibroblasts, KAP-1 phosphorylation AlphaLISA; neocarzinostatin DNA damage 30 min before lysis; Potency, µM (titrated, usually from 57.5 µM), inactives show top-dose activation, actives largely listed as activators; 320,000 compounds, 0.19% hits; note: potency is the fitted concentration of half-maximal effect; % of control where 0% means no effect; nearly all actives have a fitted effect of over 45% in size
#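 ATM-like activity read as KAP-1 phosphorylation via AlphaLISA donor/acceptor antibody pairs after lysis and 6 hr at 25C. Cells were ATM-null patient fibroblasts ([…], hTERT), dosed 60 min, then exposed to the DSB inducer NCS for 30 min.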
# GALK inh: blocks human galactokinase activity | P51570 | Purified GALK, Kinase-Glo residual ATP luminescence | Potency, µM (doses to about 57.5 µM), without a hit: top-dose activity change, negative = inhibition, actives largely listed as inhibitors | 270,000 compounds, 0.007% hits; note: potency is the fitted concentration of half-maximal effect; % is set by controls: 0 for no effect and ±100 for the full control effect
#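 Compounds were pin-transferred into ATP buffer (35 uM final), then GALK plus galactose (5 nM, 100 uM final) was added. After 1 h at room temperature, Kinase-Glo Plus was added and luminescence read after 10 min.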
# MBNL1 CUG block: blocks human MBNL1 binding to CUG repeat RNA | Q9NR56 | TR-FRET MBNL1-His/biotin-(CUG)12 binding, 665/545 ratio | Potency, µM (doses to about 57.5 µM), inactives show at the highest dose activity change, negative = inhibition, actives largely listed as inhibitors | 280,000 compounds, 0.036% hits | AID 2675; active = well fitted inhibition curve with a large enough effect in the signal ratio, with a control signal flat, not every such curve was filed as active; inconclusive = small, poorly fitted or top-dose-only effect, or effect the other way, or a change in a side signal; inactive = no such curve, though single readings can be large or run the other way; the % refers to the signal ratio; note: potency is the fitted concentration of half-maximal effect; % is set by controls: 0 for no effect and ±100 for the full control effect
#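 His-tagged MBNL1 binding to biotinylated (CUG)12 RNA was measured by TR-FRET using terbium anti-His antibody (0.055 ng/ul final) and streptavidin-XL665 (5 nM final). Compounds were titrated 92 nM to 58 uM; 60 min at room temperature.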
# TRPV1 ag: human TRPV1 agonism; Q8NER1; TRPV1-expressing cells, Fluo-8 calcium influx, agonist mode; activation, % at 8.33 µM; 320,000 compounds, 0.19% hits; AID 540275; in the data active = activation above about 80%; inconclusive = between about 30% and that limit; note: 0% is about no effect
# Target sequence (Q8NER1 whole entry, looked up): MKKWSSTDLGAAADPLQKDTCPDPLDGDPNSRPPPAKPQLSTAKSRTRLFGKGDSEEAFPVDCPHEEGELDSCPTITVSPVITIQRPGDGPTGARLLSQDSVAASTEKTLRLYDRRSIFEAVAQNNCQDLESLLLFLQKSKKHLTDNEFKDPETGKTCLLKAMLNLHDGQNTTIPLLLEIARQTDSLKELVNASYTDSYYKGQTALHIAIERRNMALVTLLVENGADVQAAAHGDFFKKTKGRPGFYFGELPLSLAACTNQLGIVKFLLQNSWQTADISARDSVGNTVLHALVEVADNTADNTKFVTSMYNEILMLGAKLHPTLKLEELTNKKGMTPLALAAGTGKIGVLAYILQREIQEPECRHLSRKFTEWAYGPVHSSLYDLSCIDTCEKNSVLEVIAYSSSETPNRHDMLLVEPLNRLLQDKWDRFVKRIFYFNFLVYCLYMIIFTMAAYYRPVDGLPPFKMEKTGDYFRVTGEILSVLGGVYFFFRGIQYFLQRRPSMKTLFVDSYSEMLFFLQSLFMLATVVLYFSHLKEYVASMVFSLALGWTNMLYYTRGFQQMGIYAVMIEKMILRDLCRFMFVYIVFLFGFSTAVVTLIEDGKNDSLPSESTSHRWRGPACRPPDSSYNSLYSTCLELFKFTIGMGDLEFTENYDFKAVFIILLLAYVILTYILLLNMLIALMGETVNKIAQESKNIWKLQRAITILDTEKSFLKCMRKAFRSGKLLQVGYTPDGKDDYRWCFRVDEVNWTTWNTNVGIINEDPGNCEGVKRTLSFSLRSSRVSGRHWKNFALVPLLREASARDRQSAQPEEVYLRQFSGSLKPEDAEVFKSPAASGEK
#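 Cells expressing TRPV1 were dye-loaded with Fluo-8 and read kinetically: 10 s baseline, 3 min after compound (agonist portion), then 2 min after EC20 capsaicin (allosteric enhancer portion). Calcium-bound dye fluorescence at 480/520 nm.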
# Coupling enz: coupling enzyme interference in Giardia aldolase counter-screen. coupling enzyme system counterscreen, AmpLite Red fluorescence. activity change, negative = inhibition, % at 58.2 µM, hits read low. 290,000 compounds, 0.67% hits; in the data active = activity change below about -30%; note: % is set by controls: 0 for no effect and ±100 for the full control effect
#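 Counterscreen of the coupled detection system alone, without aldolase: glyceraldehyde-3-phosphate coupling enzymes plus AmpLite Red readout. Compounds at 57.5 uM final, 10 min RT preincubation, 20 min RT reaction, fluorescence 525/598 nm.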
# Starred values were filed as active, the others as inactive; ? = inconclusive; . = no result given; [ ] = another dose, or the depositor's remark. Unless noted, calls come from the whole dose curve; as a rule, active = well fitted curve in the direction sought with a large enough effect; inconclusive = small, poorly fitted or top-dose-only effect, or another doubt; inactive = no such curve, though single readings can be large; an effect the other way counts as inactive or inconclusive.
nr	SMILES	CXXC DNA block	KCNH2 WT inh	ASM inhibitor	a7 integrin act	KCNH2 3.1 block	AT treatment	GALK inh	MBNL1 CUG block	TRPV1 ag	Coupling enz
1	CC(=O)Nc1ccc(NS(=O)(=O)c2ccc(CN3C(=O)c4cccnc4C3=O)cc2)cc1	-2%	-3	1%	36%	7	-2%	0%	?	-1	2
2	Cc1cc(C)nc(SCc2nnc(SCC(=O)Nc3ccc(C)c(C)c3)o2)n1	-3%	2	5%	12%	6	5%	4%	-9%	12	-1
3	COc1ccc(CCNC(=O)CSCc2n[nH]c(=O)[nH]2)cc1OC	0%	-14	-1%	-3%	14	9%	-1%	-9%	2	2
4	CC(C)(C)NC(=O)C(=O)NCc1ccncc1	4%	3	-3%	8%	20	10%	1%	.	2	4
5	Cc1ccc2nc(N3CCN(C=O)CC3)nc(-c3ccccc3)c2c1	2%	8	490%[activator]	-17%	-17	20%	-2%	23%	?	1
6	CCOC(=O)c1c(NC(=O)CC2SC(N)=NC2=O)sc2c1CCC(C)C2 (stereo not given)	6%	4	-7%	-40%	-2	-8%	1%	.	20	0
7	Cc1ccc(O)c(C(=O)c2cc(C#N)c3nc4ccccc4n3c2)c1	?	-2	29%	9%	15	-2%	10%	.	17	-1
8	CCCC(=O)C1=C(O)C(C(=O)OC)C(C)(C)CC1=NCCCCCC(=O)O (stereo not given)	1%	-3	-2%	13%	3	3%	-1%	0%	-1	0
9	ClC(Cl)(Cl)c1nc(N/N=C/c2ccncc2)c2ccccc2n1	13%	-7	-2%	-18%	-8	-3%	11%	0%	1	1
10	CSc1ncccc1C(=O)OCC(=O)c1cccc(Br)c1	30%	1	-10%	-3%	10	-1%	4%	3%	-2	0
11	CC(C(=O)NCC1(c2ccccc2)CCCC1)N1CCCC1 (stereo not given)	1%	-8	0%	-26%	2	-7%	2%	-16%	1	1
12	COc1ccc(N(C)S(=O)(=O)c2ccc3c(c2)oc(=O)n3C)cc1	3%	-3	-2%	-5%	8	-7%	-3%	2%	2	5
13	C[C@H](CO)N1C[C@H](C)[C@@H](CN(C)S(C)(=O)=O)Oc2ccc(NC(=O)C3CC3)cc2C1=O	.	0	5%	29%	-9	5%	.	.	.	.
14	COc1ccc(/C=C(\C#N)C(=O)NC2CCS(=O)(=O)C2)cc1OC (stereo not given)	6%	-7	-4%	14%	3	8%	-1%	3%	-1	-1
15	CCCCCCSc1cccc(-c2nc3ccc(C)cn3c2NCc2ccccc2)c1	.	5	258%[activator]	-1%	-15	?	.	.	?	.
16	COc1ccc(NC(=O)CSc2nc3c([nH]c4ccccc43)c(=O)n2C)cc1	2%	1	2%	-5%	-23	-7%	7%	5%	-2	1
17	CCOc1ccc(C(C(=O)NCC2CCCO2)N(C(=O)c2snc(C(N)=O)c2N)c2ccccc2F)cc1 (stereo not given)	7%	-21	.	11%	-6	-7%	-1%	-19%	3	-1
18	CCOc1ccc2nc(NS(C)(=O)=O)sc2c1	-2%	-17	4%	1%	2	2%	0%	3%	-1	1
19	CC(Cc1ccccc1)N/C=C1/CC(=O)NC1=O (stereo not given)	-3%	10	1%	-16%	-17	-9%	-5%	-2%	3	1
20	c1ccc(-c2cn3c(n2)CCC3)cc1	2%	0	2%	-1%	6	.	2%	5%	-3	4
21	CCn1cc([C@@H]2C[C@H]3CN(Cc4cccc(Cl)c4)C(=O)[C@]34CCCN24)cn1	1%	10	3%	-19%	-38	-1%	2%	-4%	0	1
22	COc1cccc(C=NNC(=S)NN=Cc2cccc(OC)c2OC)c1OC	.	0	8%	-15%	-1	.	.	.	.	.
23	Clc1ccc(-c2nnc3n2CCCS3)cc1	-5%	-5	2%	13%	7	-1%	-2%	7%	-4	7
24	O=C(Nc1ccc(S(=O)(=O)Nc2cnc3ccccc3n2)cc1)c1ccc(Cl)cc1Cl	.	-2	41%	?	-2	.	.	.	.	.
25	Nc1nc(-c2cccnc2)nn1C(=O)c1ccc(Cl)cc1	23%	.	4%	7%	-1	-18%	-3%	-1%	-2	0
26	O=C(CSc1nc(C(F)(F)F)cc(=O)[nH]1)Nc1cccc2ccccc12	.	4	-5%	2%	8	8%	.	.	0	.
27	Cc1ccc(NC(=O)C2CC(=O)n3c(nc4ccccc43)N2)cc1Cl (stereo not given)	7%	1	2%	7%	-1	2%	0%	-2%	0	1
28	Nc1ncnc2c1ncn2[C@@H]1O[C@H](CN=C2NS(=O)(=O)c3ccccc32)[C@@H](O)[C@H]1O	.	0	0%	-26%	3	12%	.	.	.	.
29	CCOC(=O)N1CCC(N2Cc3cccc(C(=O)Nc4cc(F)ccc4F)c3C2=O)CC1	-19%	6	5%	-18%	?	0%	2%	2%	2	-1
30	COc1ccc(CC(=O)Nc2nccs2)cc1OC	11%	7	3%	1%	11	-5%	.	4%	0	5

# The closing 4 records of the section before open the next one.
nr	SMILES	CXXC DNA block	KCNH2 WT inh	ASM inhibitor	a7 integrin act	KCNH2 3.1 block	AT treatment	GALK inh	MBNL1 CUG block	TRPV1 ag	Coupling enz
27	Cc1ccc(NC(=O)C2CC(=O)n3c(nc4ccccc43)N2)cc1Cl (stereo not given)	7%	1	2%	7%	-1	2%	0%	-2%	0	1
28	Nc1ncnc2c1ncn2[C@@H]1O[C@H](CN=C2NS(=O)(=O)c3ccccc32)[C@@H](O)[C@H]1O	.	0	0%	-26%	3	12%	.	.	.	.
29	CCOC(=O)N1CCC(N2Cc3cccc(C(=O)Nc4cc(F)ccc4F)c3C2=O)CC1	-19%	6	5%	-18%	?	0%	2%	2%	2	-1
30	COc1ccc(CC(=O)Nc2nccs2)cc1OC	11%	7	3%	1%	11	-5%	.	4%	0	5
31	CC1CCN(C(=O)CCNS(=O)(=O)c2ccc(Br)cc2)CC1	.	-3	-4%	-17%	-12	11%	.	.	?	.
32	CN(CC(=O)NCc1ccc(Cl)cc1)S(=O)(=O)c1cccc2cccnc12	4%	3	-1%	-6%	5	4%	0%	4%	3	0
33	Cc1cc(N2CCN(S(=O)(=O)Cc3ccccc3)CC2)n2ncnc2n1	-8%	-3	2%	-4%	-1	3%	-2%	?	-1	6
34	COc1cc(/C=N/NC(=O)c2cccnc2)ccc1OCC(=O)N1CCOCC1	10%	4	3%	25%	12	2%	1%	19%	1	2
35	COc1ccccc1OCC(=O)Nc1ccc(S(=O)(=O)N2CCN(C)CC2)cc1	5%	3	4%	9%	?	0%	1%	-5%	1	0
36	O=S(=O)(NCc1cn2ccsc2n1)c1cccs1	-2%	-3	0%	-5%	0	-13%	3%	7%	-2	-1
37	COc1ccc(OC)c(/C=C/C(=O)N(C)CC(=O)Nc2cc(C)ccc2C)c1	5%	-2	.	-18%	9	31%	.	90%[activator]	1	2
38	Cn1c(NC2CCCCC2)cc(=O)n(C)c1=O	1%	-8	3%	21%	11	4%	-3%	-9%	-3	-1
39	CC1CCCCN1C(=O)COC(=O)c1cc(Cl)c2c(c1)OCO2 (stereo not given)	.	3	.	5%	-6	2%	.	.	22	.
40	O=C(c1cccs1)c1c[nH]cc1-c1ccccc1	.	-2	-5%	-20%	8	.	.	.	.	.
41	CSCCC(NC(=O)COc1ccccc1)C(=O)OCCOc1ccc(Br)cc1 (stereo not given)	.	4	-7%	4%	-21	2%	.	.	-3	.
42	CN1CCN(c2ccc([N+](=O)[O-])cc2NC(=O)c2cccs2)CC1	30%	32	-3%	-16%	-3	-7%	-8%	?	17	.

# Shown field by field: 3 of the compounds above.
[10] CSc1ncccc1C(=O)OCC(=O)c1cccc(Br)c1
  CXXC DNA block: 30%	KCNH2 WT inh: 1	ASM inhibitor: -10%	a7 integrin act: -3%	KCNH2 3.1 block: 10	AT treatment: -1%	GALK inh: 4%	MBNL1 CUG block: 3%	TRPV1 ag: -2	Coupling enz: 0

[42] CN1CCN(c2ccc([N+](=O)[O-])cc2NC(=O)c2cccs2)CC1
  CXXC DNA block: 30%	KCNH2 WT inh: 32	ASM inhibitor: -3%	a7 integrin act: -16%	KCNH2 3.1 block: -3	AT treatment: -7%	GALK inh: -8%	MBNL1 CUG block: ?	TRPV1 ag: 17	Coupling enz: .

[35] COc1ccccc1OCC(=O)Nc1ccc(S(=O)(=O)N2CCN(C)CC2)cc1
  CXXC DNA block: 5%	KCNH2 WT inh: 3	ASM inhibitor: 4%	a7 integrin act: 9%	KCNH2 3.1 block: ?	AT treatment: 0%	GALK inh: 1%	MBNL1 CUG block: -5%	TRPV1 ag: 1	Coupling enz: 0
